EPAC1 antag = blocks human EPAC1 exchange factor. EPAC1 GEF assay, Rap1b-BODIPY-GDP exchange fluorescence. Potency, µM (doses to about 115 µM), without a hit: at the top dose activity change, negative = inhibition, most hits filed as inhibitors. actives 0.14% (n = 360,000). AID 720709;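 further: potency means the concentration at half of the fitted maximal effect; plate controls were vehicle for no effect and positive control for full effect; nearly all actives have a fitted effect of over 50% in size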
IL2 activator = IL-2 activation. IL-2 activation reporter assay, cell-based qHTS; stimulated with anti-CD3/CD4/CD28 beads; in transgenic mouse T cells. activation, % (series mostly up to about 46 µM). actives 0.065% (n = 360,000). AID 652025; in the data active means activation above about 50%; inconclusive means mostly about 30% to 49%; further: 0% is about no effect
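Screening format: compound pinned onto unstimulated transgenic mouse T cells, 60 min incubation, then anti-CD3/anti-CD4/anti-CD28 bead stimulation for 18 hours at 37 degrees C, followed by EGFP and DsRed detection.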
Abeta yeast res = compounds reversing amyloid beta toxicity in yeast; yeast expressing A-beta42, growth rescue, OD600, 48 h; response scale: 0% DMSO, 100% iron-clioquinol control; Potency, µM (titrated, usually from 46.1 µM), for inactives: at the highest dose growth rescue, usual class: activators; actives 0.063% (n = 410,000); AID 1347071; further: potency means the concentration at half of the fitted maximal effect; nearly all actives have a fitted effect of over 55% in size
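Yeast growth medium received pinned compounds, then yeast cells expressing toxic A-beta were added; plates incubated at 30 C for 48 hr. Growth read as absorbance at 600 nm, normalized to DMSO and equimolar FeCl3 plus clioquinol controls.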
WRN helicase inh = blocks human WRN helicase; WRN helicase unwinding, fluorescent forked duplex, kinetic; Q14191; Potency, µM (doses to about 114 µM), inactives show at the highest dose activity change, negative = inhibition, actives largely listed as inhibitors; actives 0.46% (n = 360,000); further: potency means the concentration at half of the fitted maximal effect; on the % scale 0 is the no-effect control and ±100 the full control effect; nearly all actives have a fitted effect of over 55% in size
Target sequence (Q14191 whole entry, looked up): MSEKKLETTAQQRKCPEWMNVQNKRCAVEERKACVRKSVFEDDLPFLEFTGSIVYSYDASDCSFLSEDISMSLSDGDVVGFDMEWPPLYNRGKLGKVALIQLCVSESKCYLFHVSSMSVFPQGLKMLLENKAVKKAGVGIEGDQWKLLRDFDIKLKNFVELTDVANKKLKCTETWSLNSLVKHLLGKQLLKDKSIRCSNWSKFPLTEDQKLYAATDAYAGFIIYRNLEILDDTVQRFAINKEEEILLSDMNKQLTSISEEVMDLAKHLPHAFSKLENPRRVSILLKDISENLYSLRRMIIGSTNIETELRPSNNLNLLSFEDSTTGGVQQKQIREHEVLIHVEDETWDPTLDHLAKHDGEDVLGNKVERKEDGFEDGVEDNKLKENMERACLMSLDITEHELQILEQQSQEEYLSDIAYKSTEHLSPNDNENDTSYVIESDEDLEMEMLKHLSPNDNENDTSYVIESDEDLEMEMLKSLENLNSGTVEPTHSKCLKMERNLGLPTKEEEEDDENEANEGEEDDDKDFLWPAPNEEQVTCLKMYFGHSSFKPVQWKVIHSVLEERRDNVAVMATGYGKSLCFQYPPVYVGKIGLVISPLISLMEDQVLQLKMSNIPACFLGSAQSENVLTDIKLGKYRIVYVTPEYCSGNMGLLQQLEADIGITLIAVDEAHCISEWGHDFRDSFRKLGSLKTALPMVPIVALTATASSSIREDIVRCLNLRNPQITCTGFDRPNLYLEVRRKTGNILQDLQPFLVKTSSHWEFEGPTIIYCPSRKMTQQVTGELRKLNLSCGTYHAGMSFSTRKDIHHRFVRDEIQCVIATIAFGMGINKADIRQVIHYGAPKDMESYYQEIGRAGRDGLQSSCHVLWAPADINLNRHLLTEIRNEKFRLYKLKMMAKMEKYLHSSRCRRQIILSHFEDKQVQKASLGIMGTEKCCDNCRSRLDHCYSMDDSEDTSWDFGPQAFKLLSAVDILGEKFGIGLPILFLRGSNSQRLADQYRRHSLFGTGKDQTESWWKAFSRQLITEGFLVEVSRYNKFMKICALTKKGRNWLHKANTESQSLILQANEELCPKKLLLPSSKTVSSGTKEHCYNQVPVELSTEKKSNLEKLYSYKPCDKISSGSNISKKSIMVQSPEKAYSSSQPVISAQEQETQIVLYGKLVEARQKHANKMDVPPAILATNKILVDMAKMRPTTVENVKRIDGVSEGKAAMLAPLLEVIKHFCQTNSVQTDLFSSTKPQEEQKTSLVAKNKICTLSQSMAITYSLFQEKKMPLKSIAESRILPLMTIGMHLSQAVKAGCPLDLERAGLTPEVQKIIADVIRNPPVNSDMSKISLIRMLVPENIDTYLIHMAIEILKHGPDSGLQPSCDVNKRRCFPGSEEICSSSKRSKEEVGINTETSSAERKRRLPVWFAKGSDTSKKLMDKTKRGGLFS
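Kinetic fluorescence helicase assay: unwinding of a quenched forked DNA duplex (100 nM final) with 2 mM ATP final raises red fluorescence (525/598 nm). Compounds sat 15 min at room temperature with 20 nM WRN beforehand.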
PLK1 PBD block = inhibitors of human PLK1 polo-box domain binding; P53350; Potency, µM, inactives show max response, negative = inhibition, usual class: inhibitors; actives 2.8% (n = 360,000); Plk1 PBD binding of FITC phosphopeptide, fluorescence polarization; further: potency means the concentration at half of the fitted maximal effect; series mostly up to about 57 µM; on the % scale 0 is the no-effect control and ±100 the full control effect; nearly all actives have a fitted effect of over 65% in size
PI5P4K alpha inh = blocks human PI5P4K alpha kinase activity | P48426 | PI5P4Kalpha enzyme, ADP-Glo luminescence, 60 min; active compounds read low | max response, % | actives 1.2% (n = 330,000); active means max response of -50% or lower; inconclusive means between -30% and -50%; inactive means -30% or higher; further: value at the top dose of about 77 µM; on the % scale 0 is the no-effect control and ±100 the full control effect
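Human PI5P4Kalpha with substrate in 0.038 M HEPES pH 7.4, 0.28 mM EGTA, 0.1% CHAPS, 5% DMSO; reaction started with 5 microM ATP (final), 60 min at room temperature. ADP formed read by ADP-Glo luminescence.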
EPAC1 agonist = EPAC1 (human) agonism | O95398 | EPAC1 agonist qHTS, biochemical assay; response scale: 100% = response to 6.5 mM cAMP | Potency, µM (titrated, usually from 154 µM), without a hit: at the top dose activation, usual class: activators | actives 0.073% (n = 360,000); further: potency means the concentration at half of the fitted maximal effect; nearly all actives have a fitted effect of over 60% in size
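Fluorescent GDP-exchange assay: 100 nM EPAC1 with 250 nM Rap1B preloaded with BODIPY-GDP and 50 uM GDP; compounds tested as concentration series, 5 min at room temperature, then read every 5 min for 30 min (ex 480/em 540 nm); normalized to 6.5 mM cAMP.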
FUS suppressor = FUS proteinopathy suppression in yeast; S. cerevisiae FUS-expressing, growth rescue, OD600, 24 h; actives 0.24% (n = 390,000); Potency, µM (doses to about 76.6 µM), for inactives: at the highest dose growth rescue (activation), hits mostly activators;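 further: potency means the concentration at half of the fitted maximal effect; plate controls were DMSO vehicle for no effect and reference control for full effect; nearly all actives have a fitted effect of over 55% in size; some results filed as inactive show a strong effect at the top dose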
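Toxicity suppression screen in FUS-yeast. Cells induced with 2% galactose, starting OD 0.005, treated 24hr at 30C with compounds at multiple final concentrations; growth by OD600.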
An asterisk follows results filed as active; ? = inconclusive; . = not tested or not shown; [ ] = remark or other dose. Unless noted, the call rests on the fitted dose curve; in most records, active means well fitted curve in the direction sought with a large enough effect; inconclusive means small, poorly fitted or top-dose-only effect, or another doubt; inactive means no such curve, though single readings can be large; an effect the other way counts as inactive or inconclusive.

SMILES	EPAC1 antag	IL2 activator	Abeta yeast res	WRN helicase inh	PLK1 PBD block	PI5P4K alpha inh	EPAC1 agonist	FUS suppressor
O=C1C2C3C=CC(C2C(=O)N1C1CCCCC1)C1C2C(=O)N(C4CCCCC4)C(=O)C2C31 (stereo not given)	5%	1.3	-3%	-11%	-1%	3	19%	-6%
O=C(c1ccc(S(=O)(=O)N2CCOCC2)cc1)N(c1cccc(Cl)c1)C1C=CS(=O)(=O)C1 (stereo not given)	-4%	0.3	9%	2%	?	1	-4%	12%
COC(=O)c1ccc(Cl)c(NC(=O)CN(c2ccc(OC)c(OC)c2)S(C)(=O)=O)c1	0%	-2.9	-16%	-8%	-2%	10	4%	.
CCCC(=O)NC(=S)Nc1ccc(Cl)cn1	-1%	-0.7	18%	-2%	-24%	.	3%	16%
O=C(Nc1cccc(-n2cnnn2)c1)c1cnccc1Cl	3%	0.6	0%	3%	-9%	-6	-1%	4%
O=C1N/C(=N\N=C\c2ccco2)SC1Cc1ccccc1[N+](=O)[O-] (stereo not given)	15%	-1.0	-1%	-7%	-11%	-2	2%	-22%
CCN(CC)C(=O)c1nn(Cc2ccccc2)c(=O)c2ccccc12	5%	0.2	-11%	-2%	-2%	4	17%	4%
COc1ccc(CNCc2cc(OC)ccc2OC)cc1	4%	0.1	4%	0%	3%	0	15%	-18%
Nc1ccc(C(=O)OCc2nc3ccccc3s2)cc1	4%	1.8	15%	6%[57.1 µM]	6%	-4	0%	19%
COc1ccccc1NC(=S)N(Cc1ccco1)Cc1cc2cccc(C)c2[nH]c1=O	4%	0.4	10%	-6%	-8%	5	19%	?
c1ccc(-c2cn3cccnc3n2)cc1	9%	3.3	5%	-6%	-2%	.	8%	-32%
CCNC(=O)C1(c2ccccc2)CCCC1	-5%	-0.6	13%	-10%	-6%	1	2%	-4%
CCOc1ccc(CCNC(=O)COC(=O)c2nn(C)c(=O)c3ccccc23)cc1OCC	2%	-1.8	-1%	-4%	4%	3	-7%	11%
COc1ccccc1N1CCN(c2ccc([N+](=O)[O-])cn2)CC1	0%	-3.5	?	4%	0%	1	-17%	17%
Cc1[nH]c(=O)[nH]c(=O)c1NC(=O)c1ccc(OC(C)C)cc1	-17%	0.3	-15%	-3%	-3%	2	-3%	-1%
COc1cccc(CNC(=O)[C@@H]2CCCN2C(=O)[C@@H]2CCCN2C(=O)c2ccccc2)c1	-7%	-0.4	-5%	0%	-6%	-1	10%	-16%
O=[N+]([O-])c1cccc(/C=C2\CCC(/C=N/Nc3ccc4ccccc4n3)=C2N2CCOCC2)c1	1%	-0.1	22%	6%	-1%	3	0%	.
O=C(Cn1c2c(c(-c3ccccc3Cl)cc1=O)CCC2)NCC1CCCO1 (stereo not given)	-9%	-0.5	-4%	-2%	0%	2	2%	19%
CC(C)c1ccc(NC(=O)Nc2nc(C(N)c3ccccc3Cl)cs2)cc1 (stereo not given)	7%	-0.8	-16%	1%	-3%	-5	-11%	40%
COc1ccc(NC(=O)CSCC(=O)NCc2ccco2)cc1	-1%	-1.6	12%	-6%	-4%	1	-1%	-4%
Cc1cc(NC(=O)CSCc2ccc([N+](=O)[O-])cc2)no1	2%	-0.1	-19%	-2%	-16%	2	7%	10%
COc1ccc(NC(=O)ON=C2c3ccccc3-c3ccccc32)cc1	-13%	0.4	-41%[inhibitor]	4%	-8%	93	15%	.
CCN(CC(=O)Nc1ccccc1OC)C(=O)CCc1ccccc1	12%	0.7	-1%	5%	-4%	0	12%	1%
Cc1c(Cl)cccc1NC(=S)Nc1ccccn1	8%	0.6	-2%	-10%	2%	-6	1%	1%
COc1ccc(-n2cnnc2SCC(=O)N2CCN(c3ccccc3)CC2)cc1	-10%	-0.2	9%	-3%	-11%	-3	1%	15%

Of the compounds above, 4 have a nitro group on carbon.
SMILES	EPAC1 antag	IL2 activator	Abeta yeast res	WRN helicase inh	PLK1 PBD block	PI5P4K alpha inh	EPAC1 agonist	FUS suppressor
O=C1N/C(=N\N=C\c2ccco2)SC1Cc1ccccc1[N+](=O)[O-] (stereo not given)	15%	-1.0	-1%	-7%	-11%	-2	2%	-22%
COc1ccccc1N1CCN(c2ccc([N+](=O)[O-])cn2)CC1	0%	-3.5	?	4%	0%	1	-17%	17%
O=[N+]([O-])c1cccc(/C=C2\CCC(/C=N/Nc3ccc4ccccc4n3)=C2N2CCOCC2)c1	1%	-0.1	22%	6%	-1%	3	0%	.
Cc1cc(NC(=O)CSCc2ccc([N+](=O)[O-])cc2)no1	2%	-0.1	-19%	-2%	-16%	2	7%	10%

Remaining list, next part
SMILES	EPAC1 antag	IL2 activator	Abeta yeast res	WRN helicase inh	PLK1 PBD block	PI5P4K alpha inh	EPAC1 agonist	FUS suppressor
COc1cccc(C2(c3cccc(OC)c3)CC2C(=O)Nc2cccc3ccccc23)c1 (stereo not given)	-7%	-0.8	6%	13%	2%	-4	-13%	.
COc1ccccc1NS(=O)(=O)c1ccc(O)c(NC(=S)NCC2CCCO2)c1 (stereo not given)	-18%	-2.0	9%	-22%	13µM*	-19	5%	24%
O=C(CSc1nc2sc3c(c2c(=O)[nH]1)CCC3)NCCO	13%	-3.6	9%	0%	3%	-4	5%	-7%
CCN(CC)S(=O)(=O)c1ccc(C)c(NC(=S)NNC(=O)C2CC2)c1	2%	-0.3	11%	9%	-12%	4	-1%	.
CC(C)=CCN1CCN(Cc2cccn2-c2ncccn2)CC1CCO (stereo not given)	9%	-0.8	-2%	-2%	3%	-6	4%	-2%
COc1ccc2[nH]c(=O)c(CN(CCO)S(=O)(=O)c3ccc4c(c3)OCCO4)cc2c1	-12%	-0.5	2%	-1%	-7%	-1	2%	.
CC1CCC2(CC1)OCC1(CCC3(COC4(CCC(C)CC4)OC3)C1=O)CO2 (stereo not given)	9%	2.8	11%	0%	-4%	1	7%	-4%
CC(C)CC(=O)Nc1cc2nn(-c3ccccc3)nc2cc1Cl	-1%	-2.1	-11%	10%	-12%	1	3%	21%
O=c1c2ccccc2nc(SCc2cc(F)ccc2F)n1C1CCCC1	-7%	0.4	13%	-1%	2%	.	9%	18%
Cc1nc2nc(C)c(CCC(=O)NC(C)c3ccc4c(c3)OCCO4)c(C)n2n1 (stereo not given)	-5%	-0.6	5%	1%[57.1 µM]	2%	-3	1%	16%
CC(Cc1c[nH]c2ccccc12)C(=O)O (stereo not given)	-16%	-0.4	-4%	-5%[11.6 µM]	-10%	1	-9%	-10%
N#C/C(=C\c1ccc(-c2ccccc2)o1)C(=O)Nn1cnnc1	18%	-4.7	-6%	-13%	-9%	-1	2%	23%
COc1cccc(/C=C2/SC(=S)N(CC(=O)NNC(=O)c3ccccc3O)C2=O)c1	7%	0.9	-4%	?	-6%	-21	0%	16%
CCC(=O)N1CCc2cc(S(=O)(=O)CCC(=O)N3CCN(c4ccc(F)cc4)CC3)ccc21	16%	-2.8	-1%	5%	-13%	9	13%	20%
COc1cccc(CNC(=O)C2CCN(S(=O)(=O)N3CCCCC3)CC2)c1	10%	-4.3	-1%	8%	-6%	.	0%	14%
Cc1nn(C(=O)CCC(=O)NCc2ccc(OC(C)C)cc2)c2ccccc12	2%	-2.3	-8%	9%	-13%	-1	-13%	2%
CCCc1[nH]n(-c2ccc([N+](=O)[O-])cc2)c(=O)c1C(C)=NCc1ccncc1	-6%	-2.7	-41%[inhibitor]	-15%	-12%	-7	3%	29%
O=C(NCc1cccs1)c1ccc(S(=O)(=O)N2CCOCC2)cc1	2%	-0.3	2%	-4%	-2%	-2	-3%	-1%
O=c1cc(CN2CCCCC2)nc(C2CC2)[nH]1	-29%	1.3	-7%	-7%	-17%	2	-7%	17%
CS(=O)(=O)c1ccc2nc(NC(=O)CN3C(=O)C4CC=CCC4C3=O)sc2c1 (stereo not given)	-5%	1.6	4%	-7%	0%	-4	3%	-1%
O=C(/C=C/c1ccc([N+](=O)[O-])cc1)Nc1cccc(C(=O)Nc2ccccc2C(=O)O)c1	28µM*	-2.0	2%	32µM*	?	-66*	-3%	-18%
O=C(Nc1ccccc1Cl)O/N=C/c1ccc(F)cc1	5%	-3.4	6%	-2%	2%	4	4%	2%
CCOc1ccccc1NC(=O)CSc1nc2cccnc2n1C	0%	-3.7	-19%	4%[57.1 µM]	-6%	2	3%	12%
CN(C(=O)CO/N=C/c1ccc(OC(F)F)cc1)C1CCS(=O)(=O)C1 (stereo not given)	19%	-0.4	7%	-3%	-10%	1	10%	2%
O=C(Nc1ccc(C(=O)N2CCOCC2)cc1)Nc1cccc(Cl)c1	-9%	-1.8	-9%	-4%[57.1 µM]	-1%	5	-10%	12%

(cont.)
SMILES	EPAC1 antag	IL2 activator	Abeta yeast res	WRN helicase inh	PLK1 PBD block	PI5P4K alpha inh	EPAC1 agonist	FUS suppressor
CC(=O)N1c2ccccc2[C@@H](C)[C@@H]1C	-2%	1.5	3%	-1%	-2%	2	1%	-21%
Cc1nnc2ccc(N3CCCCC3)nn12	0%	-1.1	-17%	9%	4%	11	-11%	23%
CCN1CCN(C(=S)Nc2ccc(Cl)cc2Cl)CC1	13%	0.9	7%	5%	-1%	2	-2%	14%
Cn1c(=O)oc2cc(S(=O)(=O)Nc3ccc4c(c3)OCO4)ccc21	17%	-0.9	4%	-11%	2%	-13	10%	31%
Cc1cc(C)n(-c2ccc(C(=O)OCC(=O)Nc3ccc(Cl)c(S(=O)(=O)N(C)C)c3)cc2)n1	-18%	-1.5	-17%	-10%	-8%	.	15%	?
Cc1ccc(CN2CC(C(=O)N3CCN(S(=O)(=O)c4ccc(C)cc4C)CC3)CC2=O)cc1 (stereo not given)	14%	0.6	-2%	2%	1%	10	14%	.
CCC(Oc1ccccc1)C(=O)N(C)CC(=O)N(CC(C)C)c1c(N)n(CC(C)C)c(=O)[nH]c1=O (stereo not given)	-18%	0.8	2%	-13%	-11%	2	-31%[inhibitor]	20%
CC(C)N(CCO)C(=O)C(c1ccccc1)c1ccccc1	11%	0.1	18%	3%	-5%	-4	10%	13%
COc1cc(CCCN[C@H](CN)Cc2ccccc2)cc(OC)c1OC	20%	-2.4	-8%	3%	2%	-10	-4%	-5%
c1ccc(CN2CCOCC2)nc1	4%	-3.5	-6%	1%	-6%	10	-1%	.
CSc1ccccc1NC(=O)C(=O)c1c[nH]c2ccccc12	?	-6.4	0%	-6%	-5%	21	11%	28%
Cc1ccc(Sc2ncccc2C(=O)O)cc1C	8%	-3.2	16%	-3%	5%	14	6%	.
Cn1c(=O)c2c(nc(CN3CCC(C(N)=O)CC3)n2CCc2ccccc2)n(C)c1=O	6%	-1.3	3%	4%	-1%	-1	-3%	10%
COCc1cc(CN2CCCC2)c(O)c2ncccc12	9%	-3.0	-14%	0%	1%	.	2%	?

Screening data: PubChem BioAssay, National Center for Advancing Translational Sciences (NCATS)
